# SIAE primary: human SIAE inhibition, primary screen; inhibition, % at 9.66 µM; 0.69% of 370,000 active; AID 1053197; SIAE FP-Rh probe binding, fluorescence polarization; Q9HAT2;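 active means inhibition above a cutoff: mean of compounds within the control limits plus 3 SD of those, cut at about 17% in these data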;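 further: 0% = plate median of compound wells and 100% = probe without SIAE protein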
# MBD2 inh: MBD2-methylated oligo binding inhibition; Q9UBB5; TR-FRET, MBD2 binding to methylated oligonucleotide; inhibition, % at 4.4 µM; 0.31% of 370,000 active; in the data active means inhibition above about 13%
# Target sequence (Q9UBB5 whole entry, looked up): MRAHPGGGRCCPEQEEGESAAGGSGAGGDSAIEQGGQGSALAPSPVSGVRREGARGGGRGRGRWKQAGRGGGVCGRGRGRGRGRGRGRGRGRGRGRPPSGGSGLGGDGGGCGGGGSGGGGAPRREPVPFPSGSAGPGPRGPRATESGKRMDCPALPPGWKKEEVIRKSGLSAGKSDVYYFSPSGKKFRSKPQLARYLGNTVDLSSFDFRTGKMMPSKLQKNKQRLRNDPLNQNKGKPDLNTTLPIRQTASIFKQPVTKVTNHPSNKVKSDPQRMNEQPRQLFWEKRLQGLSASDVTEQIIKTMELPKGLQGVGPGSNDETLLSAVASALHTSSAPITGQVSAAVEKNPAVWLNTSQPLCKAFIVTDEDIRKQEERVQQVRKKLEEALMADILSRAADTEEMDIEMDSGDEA
# TDP2 inh: TDP2 (human) inhibition, absorbance primary screen; O95551; recombinant TDP2, T5PNP hydrolysis, p-nitrophenol absorbance 415 nm; inhibition, % at 12.8 µM; 0.34% of 370,000 active; AID 720702;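 active means inhibition above the mean of all tested compounds plus 3 SD, set per campaign, cut at about 25% in these data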;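 further: 0% = DMSO with enzyme and 100% = buffer with substrate but no TDP2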
#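 Test system: human TDP2 enzyme; Input: 120 nM TDP2 per well; Buffer or medium: Mg2+-containing Tris-HCl buffer, pH 7.5; Reagent: 5 mM T5PNP; Dosing: 12.8 µM single point, 1% DMSO; Incubation: reaction 2 h, 37 °C; Detection: p-Nitrophenol epi absorbance; Read-out: % inhibition relative to enzyme-containing and enzyme-free wells; Replicates: single well per compound.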
# proKLK7 act: activates the human kallikrein-7 zymogen. AID 652039. P49862. 0.9% of 370,000 active. activation, % at 7 µM. purified proKLK7, EDANS-DABCYL substrate fluorescence; 100% is mature enzyme control, 0% vehicle;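 active means activation above the mean of all tested compounds plus 3 SD, computed per campaign excluding outliers beyond control limits, cut at about 13% in these data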
# Target sequence (P49862 whole entry, looked up): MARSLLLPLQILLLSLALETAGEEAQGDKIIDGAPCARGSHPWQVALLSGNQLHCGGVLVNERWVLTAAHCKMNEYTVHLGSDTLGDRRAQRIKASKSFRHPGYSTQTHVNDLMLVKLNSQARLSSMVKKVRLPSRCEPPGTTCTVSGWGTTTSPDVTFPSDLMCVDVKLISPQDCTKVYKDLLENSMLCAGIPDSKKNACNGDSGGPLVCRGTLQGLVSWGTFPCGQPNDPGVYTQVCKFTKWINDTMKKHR
# Tn6 DDE FP: DD(E)-Tn6 binding inhibition, primary FP screen; AID 720509; 0.21% of 370,000 active; P02675; Fibrin DD(E) TRITC-Tn6 fluorescence polarization displacement; inhibition, % at 8.3 µM;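 active means inhibition above a per-campaign cutoff: mean of compounds within control limits plus 3 SD, cut at about 15% in these data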;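 further: 0% = median of all compound wells on the plate and 100% = blocking peptide control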
# PRMT1 FP inh: PRMT1 (human) inhibition, primary screen | Q99873 | recombinant PRMT1, activity-based probe fluorescence polarization | inhibition, % at 2.79 µM | 1.3% of 370,000 active | AID 652257;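 active means inhibition above about 21% made by adding two undisclosed values, limit read from the data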
# Target sequence (Q99873 whole entry, looked up): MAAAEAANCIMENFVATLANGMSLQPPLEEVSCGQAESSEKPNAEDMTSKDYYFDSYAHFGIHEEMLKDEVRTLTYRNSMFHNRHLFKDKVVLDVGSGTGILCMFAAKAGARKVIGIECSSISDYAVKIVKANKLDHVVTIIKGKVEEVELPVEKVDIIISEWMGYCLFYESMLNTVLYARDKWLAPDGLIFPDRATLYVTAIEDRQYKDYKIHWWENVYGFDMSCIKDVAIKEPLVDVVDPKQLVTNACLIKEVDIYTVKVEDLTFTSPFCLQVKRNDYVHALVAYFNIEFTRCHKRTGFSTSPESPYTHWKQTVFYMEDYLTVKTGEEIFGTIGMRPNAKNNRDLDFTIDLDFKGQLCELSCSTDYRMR
# TCR CD3 inh: inhibitors of human TCR-CD3 interaction | TAMRA-labeled TCR probe fluorescence, biochemical | inhibition, % at 9.4 µM | 0.37% of 360,000 active; in the data active means inhibition above about 19%;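 further: recombinant mutant TCR 2C K166C tagged with TAMRA read by polarization; 0% = receptor in buffer alone and 100% = receptor with positive control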
# LEDGF integ inh: blocks HIV-1 LEDGF/p75-dependent DNA integration | 0.64% of 370,000 active | TR-FRET IN-LEDGF/p75 DNA integration, Eu/Cy5 | AID 743269 | inhibition, % at 3.7 µM;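 active means inhibition above the screen-wide mean plus 3 SD, cut at about 13% in these data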;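 further: signal is the Cy5 over europium emission ratio at 671 and 618 nm; 0% = plate median of compound wells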
# Tn7 DDE FP: inhibitors of Tn7 peptide binding to human fibrin DD(E); P02675; FP displacement of FITC-Tn7 peptide from fibrin DD(E); 0% = median of compound wells per plate; inhibition, % at 8.3 µM; 0.13% of 370,000 active; AID 720508;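 active means inhibition above the mean of compounds falling within the control limits plus 3 SD of them, cut at about 14% in these data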;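 further: 0% = plate median of compound wells and 100% = 10 µM Aha-Tn7 peptide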
#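 Assay system: Fibrin-DD(E) protein isolated from polymerized human fibrin clots; read-out basis: percent inhibition; medium: Tris/NaCl/CaCl2 buffer, pH 7.8; signal: FP measurement; incubation: 10 min plus 3 h, room temperature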
# UHRF1 binding: blocks human UHRF1 binding to methylated DNA; 0.75% of 370,000 active; inhibition, % at 4.4 µM; AID 687016; Q96T88; UHRF1 binding to methylated oligo, TR-FRET; in the data active means inhibition above about 21%;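 further: UHRF1 SRA domain binding a hemimethylated CpG hairpin DNA probe; 0% = median of test compound wells and 100% = reference inhibitor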
# * = called active by the depositor.
SMILES,SIAE primary,MBD2 inh,TDP2 inh,proKLK7 act,Tn6 DDE FP,PRMT1 FP inh,TCR CD3 inh,LEDGF integ inh,Tn7 DDE FP,UHRF1 binding
O=C(NC1CC1)C1=C[C@H](C2CCCCC2)C[C@H](OCc2ccc(CO)cc2)O1,-1.4,-1.0,-0.4,0.6,-2.9,-1.7,3.0,-0.2,4.7,-6.0
CCn1nc(NS(=O)(=O)c2ccc([N+](=O)[O-])cc2)c2cc3ccc(C)cc3nc21,1.5,10.2,-1.7,0.3,-8.8,6.3,3.9,-1.9,2.4,-1.6
CC(=O)c1ccc(OCc2c(-c3ccccc3)nnn2CC(=O)NS(=O)(=O)c2ccccc2C)cc1,1.6,-4.7,4.9,1.1,2.1,-3.5,2.3,2.4,-1.7,-2.9
COc1ccc2[nH]c3c(c2c1)CCN1C(=O)N([C@@H](C)C(=O)NCc2ccccc2OC)C(=O)[C@]31C,-1.0,-1.8,2.9,0.8,-0.9,-2.7,2.4,1.2,1.8,0.0
S=c1[nH]c(-c2ccccc2)cn1/N=C/c1cccc2ccccc12,4.8,0.6,6.9,0.0,4.7,14.7,2.0,0.8,-0.9,-2.1
CCn1cnc2c1c(=O)n(Cc1ccc(C(=O)OC)cc1)c(=O)n2Cc1ccccc1,-1.6,-4.5,12.9,-0.2,-2.6,-2.6,0.6,1.1,-1.3,-2.9
O=C(NCCc1ccccc1)c1cc(S(=O)(=O)N2CCCC2)ccc1F,-2.1,-6.2,-13.7,0.2,-11.3,0.1,-1.4,2.3,5.4,-0.1
COC(=O)c1cc(S(=O)(=O)NCc2cccs2)c[nH]1,4.8,3.9,-4.2,-0.3,1.4,1.3,-7.9,-1.8,1.1,-1.1
Cc1cccc(C(=O)N2CCCC(N3CCN(c4cccc(Cl)c4)CC3)C2)n1 (configuration not stated),2.6,3.0,9.5,0.5,3.6,1.7,3.5,-3.8,-0.8,-1.8
CCCn1cc(S(=O)(=O)c2ccc(C)cc2)c(=O)c2cc(OC)c(OC)cc21,-3.5,-1.1,-4.6,0.4,2.5,1.3,4.9,-0.4,2.5,-1.8
O=C(Nc1ccc(F)cc1F)C1CCCN1S(=O)(=O)c1cccc2nsnc12 (configuration not stated),7.9,1.9,0.9,0.0,2.1,4.2,4.7,-0.8,-3.2,0.4
Cc1[nH]c2ccccc2c1C(=O)COC(=O)c1c(-c2ccccc2Cl)noc1C,-20.2,2.1,4.9,-2.6,-6.6,2.0,3.5,-4.2,-1.7,1.0
COc1cccc(-n2ccnc2SCC(=O)N2CCCc3ccccc32)c1,7.7,-5.2,1.1,0.1,1.3,-1.9,-2.2,1.1,5.7,-0.2
COc1ccc(-c2cc(=O)oc3cc(OCC(=O)N4C[C@H]5C[C@@H](C4)c4cccc(=O)n4C5)ccc23)cc1,1.2,-4.8,-7.6,1.9,8.0,2.9,4.4,-1.0,4.8,2.0
COc1ccccc1-n1c(C)nc2cc(C(=O)NCCN3CCOCC3)ccc21,-8.0,-4.0,-9.1,0.5,7.6,2.0,-6.3,1.8,-2.9,1.7
O=C(c1ccc(Cn2c(=O)[nH]c3ccsc3c2=O)cc1)N1CCN(c2ccccc2)CC1,11.2,-4.0,-1.6,-0.4,3.4,-1.1,-7.4,0.7,2.1,2.2
C[C@@H]1CN([C@H](C)CO)C(=O)c2cc(NC(=O)Nc3ccc(C(F)(F)F)cc3)ccc2O[C@H]1CN(C)S(=O)(=O)c1cccs1,-195.1,3.8,-8.1,0.1,54.3*,-0.3,43.1*,-2.1,2.2,-4.0
C=CCn1c(=O)c2ccccc2n2c(SCc3csc(-c4ccccc4)n3)nnc12,-4.7,6.7,-14.2,0.2,-10.8,7.0,3.6,-4.5,-0.5,0.8
O=C(COC(=O)c1cc2ccccc2cc1O)Nc1ccccc1F,-1.1,7.8,-0.8,14.2*,-5.7,8.8,-7.1,1.2,4.3,3.7
Cc1cc(C)c(NN=c2c(=O)c3ccccc3c2=O)c(C)c1,13.4,-4.3,-16.1,0.1,-0.8,-0.1,-0.2,2.3,3.2,0.4

# Given with values ahead of the structure: 3 of the compounds above.
SIAE primary,MBD2 inh,TDP2 inh,proKLK7 act,Tn6 DDE FP,PRMT1 FP inh,TCR CD3 inh,LEDGF integ inh,Tn7 DDE FP,UHRF1 binding,mol
-195.1,3.8,-8.1,0.1,54.3*,-0.3,43.1*,-2.1,2.2,-4.0,C[C@@H]1CN([C@H](C)CO)C(=O)c2cc(NC(=O)Nc3ccc(C(F)(F)F)cc3)ccc2O[C@H]1CN(C)S(=O)(=O)c1cccs1
-4.7,6.7,-14.2,0.2,-10.8,7.0,3.6,-4.5,-0.5,0.8,C=CCn1c(=O)c2ccccc2n2c(SCc3csc(-c4ccccc4)n3)nnc12
-1.1,7.8,-0.8,14.2*,-5.7,8.8,-7.1,1.2,4.3,3.7,O=C(COC(=O)c1cc2ccccc2cc1O)Nc1ccccc1F

# Next section:
SMILES,SIAE primary,MBD2 inh,TDP2 inh,proKLK7 act,Tn6 DDE FP,PRMT1 FP inh,TCR CD3 inh,LEDGF integ inh,Tn7 DDE FP,UHRF1 binding
Cc1cc(=O)oc2c3c(cc(OCC(=O)N[C@@H](C)C(=O)O)c12)OC(C)(C)CC3,3.5,1.3,-11.1,63.9*,0.4,8.8,4.7,0.1,0.9,5.8
CC(=O)c1ccccc1NC(=O)c1ccc2c(c1)NC(=O)C(C)S2 (configuration not stated),-14.9,2.6,-16.1,0.4,-11.7,-2.8,-0.9,2.3,-5.7,-0.1
CN(C)Cc1csc(NC(=O)Nc2ccccc2Cc2ccccc2)n1,1.2,-5.8,1.5,0.9,0.2,0.2,2.3,1.6,6.1,-1.9
CC(=O)Nc1ccc(CN2C(=O)C(CCc3ccccc3)ON=C2c2cnccn2)cc1 (configuration not stated),-3.6,-0.5,-0.1,0.1,5.7,9.2,1.5,-4.3,-1.8,0.9
O=C1C2CCCCC2C(=O)N1Cc1ccccc1 (configuration not stated),-4.7,-1.0,6.1,0.7,-9.0,-0.7,-4.9,-2.7,0.8,15.2
COc1ccc(S(N)(=O)=O)cc1N(C)S(=O)(=O)c1ccccc1,-2.7,0.9,4.2,-0.5,-5.5,-4.3,-1.1,-1.2,-2.3,-1.1
Cc1ccc(N2C(=O)[C@@H]3[C@H](C2=O)C2c4ccccc4C=NN2[C@@H]3C(=O)c2ccc(Cl)cc2)cc1 (some centres not stated),-6.0,-2.1,1.6,0.1,-4.6,1.2,2.7,5.7,3.1,2.2
Cc1ccc(-n2c(O)c(C=Nc3ccc(S(=O)(=O)Nc4ncccn4)cc3)c3ccccc3c2=O)cc1C,-9.7,9.1,-2.9,0.2,-8.9,4.7,1.0,-2.9,4.0,4.7
Cc1ccc(S(=O)(=O)CCC(=O)Nc2ccccc2C)cc1,0.9,-4.1,-18.2,-0.5,3.2,-5.6,-1.0,5.2,-6.2,1.8
CCCC(=O)N(Cc1cc2cc(C)ccc2[nH]c1=O)c1ccccc1OC,1.6,-3.2,3.1,0.5,7.6,-0.8,3.4,1.0,2.2,0.2
COc1ccc(N(C(=O)c2ccco2)S(=O)(=O)c2ccccc2)cc1,-1.0,-7.5,6.1,1.4,9.6,-1.2,2.0,-2.6,6.1,-1.0
CC(C)N(CC#CCC(O)(c1ccccc1)C1CCCC1)CCO (configuration not stated),3.4,10.5,-1.1,0.1,-3.8,3.4,-6.0,1.8,-0.6,28.3*
O=C(/C=C/c1cccc([N+](=O)[O-])c1)c1ccc([N+](=O)[O-])o1,-3.1,-1.4,7.8,0.8,2.4,4.2,1.6,-0.4,11.2,-0.3
NS(=O)(=O)c1cc2c(cc1C(F)(F)F)NCNS2(=O)=O,-4.6,3.4,2.4,1.4,-2.5,-1.4,-0.7,2.4,-9.1,-1.3
CCOc1cc(S(=O)(=O)NC2CCCC2)ccc1Cl,-4.3,2.2,16.7,0.0,-9.2,-2.4,9.1,2.4,9.0,-3.5
CCOc1ccc(NC(=O)CSc2nc3ccccc3nc2N2CCOCC2)cc1,-3.5,-1.6,-6.5,-0.5,-5.7,0.7,-13.1,-2.9,1.1,2.1
COc1cc(CN2C[C@@H](CO)O[C@@H](n3cnc4c(N(C)C(C)C)ncnc43)C2)cc(OC)c1OC,0.8,2.0,5.8,0.3,-1.2,-1.9,6.7,-2.4,6.4,0.8
COc1cccc(-c2cc(C(=O)Nn3cnnc3)c3ccccc3n2)c1,5.8,-4.5,-4.5,-0.2,-1.7,-0.7,1.2,1.3,4.9,-3.5
O=C(NCCN1CCOCC1)c1ccc2c(c1)N(Cc1ccccc1F)C(=O)CS2,-4.1,0.8,-4.0,0.0,0.1,4.3,-4.4,0.0,5.2,1.3
O=C(COC(=O)c1ccccc1)c1ccc(Br)cc1,-0.9,-5.6,5.2,0.5,-4.9,3.3,1.9,1.6,3.7,0.7
O=C(C1CCC1)N1CCc2cc(S(=O)(=O)NCCN3CCN(c4ccccc4F)CC3)ccc21,1.0,2.4,-4.5,0.0,-2.3,0.0,5.4,-0.7,-8.5,-1.4
CC(=O)Oc1ccc(N(C(C)=O)S(=O)(=O)c2ccc(C)c([N+](=O)[O-])c2)cc1,3.0,4.3,-8.5,0.6,-4.7,1.3,4.6,2.0,-8.3,2.7
Cc1ccc(C(=O)COC(=O)CCc2nc3ccccc3[nH]c2=O)cc1C,-1.1,2.6,2.2,0.1,1.4,1.0,6.5,3.7,-6.3,3.6
CC1(C)CC(=O)C(CC2CCCCC2=O)C(=O)C1 (configuration not stated),0.4,0.8,1.9,0.0,6.6,6.7,-0.9,-1.9,0.9,1.5
Oc1cc2c(cc1CN1CCc3ccccc3C1)OCO2,11.6,-0.3,1.2,0.1,-0.6,6.5,-3.2,-5.3,-1.4,0.3
CC(=O)NC(C)C(=O)OCC(=O)c1ccc(-c2ccccc2)cc1 (configuration not stated),-3.0,-1.3,-2.3,-0.4,-4.3,7.1,-1.6,-4.5,-5.1,2.3
COc1ccc(C(C)NC(=O)c2ccccc2Cl)cc1OC (configuration not stated),-7.8,2.6,0.1,0.5,-4.5,2.1,-5.3,-1.2,0.8,3.3
CC(=O)Nc1ccc(S(=O)(=O)/N=C2\SCCN2S(=O)(=O)c2ccc(NC(C)=O)cc2)cc1,-5.7,0.7,5.3,-0.5,-8.4,4.0,-1.5,-0.7,3.1,-1.8
CN(C)S(=O)(=O)c1cccc(NC(=O)c2cc(-c3cccs3)nc3ccccc23)c1,-65.5,1.4,-5.7,-37.9,2.9,0.3,6.7,0.9,-1.0,2.1
CCOC(=O)C1CCN(S(=O)(=O)c2ccc(Cl)s2)CC1,4.5,1.1,8.7,-0.3,-0.6,1.9,3.6,0.3,-4.5,1.1
Cn1sc(NC(=O)c2ccc(Cl)cc2)nc1=O,11.5,-1.6,-8.2,0.8,-0.4,-1.0,1.8,-0.2,1.5,0.6
CC(Oc1ccc(Cl)cc1Cl)C(=O)NC1CCSC1=O (configuration not stated),-0.3,4.3,-7.2,-0.2,-2.2,2.0,4.1,3.7,-6.8,-0.8
CCC1=C(c2ccc(C)cc2)S(=O)(=O)N=C1N1CCC(C(=O)NCCCN2CCCCC2C)CC1 (configuration not stated),3.8,-1.2,-5.5,-0.6,3.9,3.0,-2.7,0.2,4.2,-4.8

# Screening data deposited in PubChem by The Scripps Research Institute Molecular Screening Center.
